Pf gametocyte – P. falciparum stage V gametocyte viability inhibition; AID 743093; inhibition, % at 10.9 µM; P. falciparum stage V gametocytes, ATP luminescence, 24 h; 0.065% of 150,000 active;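 active = inhibition above the mean plus 3 SD of compounds within the control limits, set per campaign, cut at about 38% in these data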;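 note: 0% = DMSO wells and 100% = medium only without gametocytes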
Mcl1 Bid PPI – Mcl-1/Bid interaction inhibition. Q07820. TR-FRET Mcl-1/Bid-Dy647 peptide binding, 1536-well. inhibition, % at 21.7 µM. 0.97% of 220,000 active. AID 1021;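 active = compounds that cut the binding signal by more than half at the single screening dose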;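 note: His-tagged Mcl-1 with europium anti-His antibody binding Bid BH3 peptide; 0% = Mcl-1 plus peptide wells and 100% = peptide-only wells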
Target sequence (Q07820 whole entry, looked up): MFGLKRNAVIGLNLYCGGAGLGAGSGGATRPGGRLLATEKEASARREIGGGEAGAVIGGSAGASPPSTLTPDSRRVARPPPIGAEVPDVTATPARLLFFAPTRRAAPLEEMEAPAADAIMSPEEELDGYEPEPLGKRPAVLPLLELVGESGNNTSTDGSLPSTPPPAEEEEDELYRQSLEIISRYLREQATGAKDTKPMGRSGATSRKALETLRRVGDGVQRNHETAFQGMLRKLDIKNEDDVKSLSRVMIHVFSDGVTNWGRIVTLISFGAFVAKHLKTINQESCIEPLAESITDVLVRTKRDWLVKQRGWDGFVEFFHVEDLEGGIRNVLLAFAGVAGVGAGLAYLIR
Avidin fluor – compound fluoresces at 488/530 nm on avidin beads; compound fluorescence 488/530 nm, flow cytometry; active compounds read high; fluorescence (KMESF) at 10 µM; 0.38% of 220,000 active; in the data active = fluorescence above about 47; note: inactives centre near 10
Mcl1 Noxa PPI – disrupts binding of human Mcl-1 to Noxa peptide | Q07820 | TR-FRET Mcl-1/Noxa peptide binding, 2 h | inhibition, % at 21.7 µM | 1.5% of 220,000 active | AID 1022;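 active = compounds that cut the protein-peptide binding signal by more than 50% relative to plate controls in a single-dose test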;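 note: His-tagged Mcl-1 with rhodamine Noxa BH3 peptide and terbium anti-His antibody; 0% = Mcl-1 plus Noxa peptide wells and 100% = peptide-only wells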
The depositor's hits bear a star; . = no result given. Some of the compounds tested; count on the stated rates, not on these rows.

cpd	compound	Pf gametocyte	Mcl1 Bid PPI
1	CC1CCN(c2c(NCC3CCC(C(=O)NCc4ccc(F)cc4)CC3)c(=O)c2=O)CC1 (stereo unspecified)	-3	-79
2	CC1(CCc2ccccc2)NC(=O)N(CC(=O)Nc2ccccc2)C1=O (stereo unspecified)	-20	-20
3	COc1ccc(CCN(C)CC(=O)Nc2cc(C)nc3ccccc23)cc1OC	2	37
4	O=C(CN1CCCc2ccccc21)NC(=O)NCc1ccccc1	15	-50
5	C=CCN(c1ccccc1)S(=O)(=O)c1cccc(C(=O)OCC(=O)NCCOC)c1	9	-14
6	COc1ccc(N2CCC(CNC(=S)Nc3c(C)cc(C)cc3C)C2)cc1 (stereo unspecified)	-6	-80
7	Cc1ccc(-n2nc(C)c(=O)c(-c3ccccc3)c2NC(=O)C(C)C)cc1	12	-15
8	Cc1cc(NC(=O)COC(=O)c2cccc(S(=O)(=O)N(C)C3CCCCC3)c2)no1	-11	5

cpd	Avidin fluor	Mcl1 Noxa PPI
1	.	9
2	.	2
3	.	28
4	.	-10
5	.	12
6	.	5
7	.	-9
8	.	-1

Continued:
cpd	compound	Pf gametocyte	Mcl1 Bid PPI
9	Cc1ccc2c(c1)C1CN(C)CCC1N2C(=S)NC(=O)c1ccc(Cl)cc1Cl (stereo unspecified)	0	-118
10	CC(C(=O)NC1CCCCC1)N1CCN(C)CC1 (stereo unspecified)	-5	19
11	COc1cc2[nH]c3c(=O)n(CCN4CCOCC4)cnc3c2cc1OC	-15	24
12	Cc1c(N2C(=O)/C(=C/C3CC=CCC3)SC2=S)c(=O)n(-c2ccccc2)n1C (stereo unspecified)	9	-41
13	CCn1c(N)[n+](CC(=O)Nc2ccc(SC(F)F)cc2)c2ccccc21	10	-15
14	Cc1cc(=O)[nH]c(N/N=C/c2c(C)nn(-c3ccccc3)c2Cl)n1	-3	-14
15	COc1cccc(C(=O)Nc2sc(C(C)C)cc2C(N)=O)c1OC	-5	-16
16	O=C(NCCCN1CCOCC1)C(=O)N/N=C/c1ccccc1Cl	6	-17

cpd	Avidin fluor	Mcl1 Noxa PPI
9	.	13
10	.	13
11	.	-15
12	.	11
13	.	19
14	.	-8
15	.	17
16	.	12

The closing six entries of the section before lead into the next.
cpd	compound	Pf gametocyte	Mcl1 Bid PPI
11	COc1cc2[nH]c3c(=O)n(CCN4CCOCC4)cnc3c2cc1OC	-15	24
12	Cc1c(N2C(=O)/C(=C/C3CC=CCC3)SC2=S)c(=O)n(-c2ccccc2)n1C (stereo unspecified)	9	-41
13	CCn1c(N)[n+](CC(=O)Nc2ccc(SC(F)F)cc2)c2ccccc21	10	-15
14	Cc1cc(=O)[nH]c(N/N=C/c2c(C)nn(-c3ccccc3)c2Cl)n1	-3	-14
15	COc1cccc(C(=O)Nc2sc(C(C)C)cc2C(N)=O)c1OC	-5	-16
16	O=C(NCCCN1CCOCC1)C(=O)N/N=C/c1ccccc1Cl	6	-17
17	NNC(=O)c1ccc(COc2ccc3ccccc3c2)cc1	10	-68
18	CCn1c(O)c(N=Nc2ccc(Cl)c(C(=O)O)c2)c2ccccc21	-13	34
19	CC1C/C(=N\NC(=O)c2ccc([N+](=O)[O-])cc2)CC(C)(C)C1 (stereo unspecified)	5	3
20	CCNCCC(CCC(C)C)c1ccc2c(c1)OCO2 (stereo unspecified)	2	33
21	OCCNc1nc(-c2ccccc2)nc2c1oc1ccccc12	-2	-5
22	COC(=O)c1sccc1NC(=O)C1CC1	12	-15
23	CCCCC(C(=O)O)C(C)CC(=O)Nc1nccs1 (stereo unspecified)	-3	-8
24	COc1ccc(C2c3ccc(O)cc3Oc3ncn4nc(-c5ccccn5)nc4c32)cc1OC (stereo unspecified)	7	-115

cpd	Avidin fluor	Mcl1 Noxa PPI
11	.	-15
12	.	11
13	.	19
14	.	-8
15	.	17
16	.	12
17	.	-22
18	.	5
19	.	39
20	.	20
21	7	-2
22	4	-10
23	4	17
24	5	-58

Continuation:
cpd	compound	Pf gametocyte	Mcl1 Bid PPI
25	Cn1c(=O)c2c(SCC(=O)Nc3nccs3)nc(C3CC3)nc2n(C)c1=O	-21	-9
26	Oc1nc(Nc2ccccc2)sc1/C=C1\C=Nc2ccccc21	2	-16
27	C(=N\Nc1nncn1/N=C/c1ccco1)/c1ccco1	-7	-25
28	C=C(C)CSc1cc(C)nc2c(-c3ccccc3)c(C)nn12	13	3
29	CCCCC(=O)Nc1ccccc1CC	3	-14
30	CC1CCN(C(=O)c2[nH]cnc2C(=O)N[C@@H](C)C(=O)OCc2ccccc2)CC1	-6	-38
31	COc1cc(/C=C2\COC/C(=C\c3ccc(O)c(OC)c3)C2=O)ccc1O	-9	-2
32	Cn1c(=O)c2c(nc(NCc3ccccc3)n2CC(N)=O)n(C)c1=O	26	-56

cpd	Avidin fluor	Mcl1 Noxa PPI
25	10	18
26	4	23
27	6	2
28	7	-2
29	7	18
30	8	-13
31	7	21
32	7	-25

Next results
cpd	compound	Pf gametocyte	Mcl1 Bid PPI
33	CC1S/C(=N/N=C/c2ccco2)N(Cc2ccccc2)C1=O (stereo unspecified)	-30	19
34	COc1ccc(C2=NO[C@@H]3[C@@H]4C[C@@H]([C@H]5C(=O)N(C)C(=O)[C@@H]45)[C@H]23)c(OC)c1	15	2
35	O=[N+]([O-])c1ccccc1OCC(O)CNC1CCCC1 (stereo unspecified)	-5	-13
36	CN(Cc1ccccc1)C(=O)C1CCC(CNS(=O)(=O)c2cccc3cccnc23)CC1 (stereo unspecified)	12	-30
37	O=C(O)c1ccc(N/N=C/C2=C(N3CCOCC3)C(=C\c3ccccc3)/CC2)cc1	-17	-81
38	O=C(C1=NNCC1c1ccccc1)C1OC1c1ccccc1 (stereo unspecified)	0	-18
39	COc1ccccc1-c1nn(Cc2ccccc2)cc1/C=C/C(=O)O	-29	-58
40	O=C(c1nc(SCc2ccc([N+](=O)[O-])cc2)n2ccccc12)C(F)(F)F	-40	-7

cpd	Avidin fluor	Mcl1 Noxa PPI
33	3	20
34	3	38
35	8	-11
36	8	21
37	2	75*
38	8	19
39	6	5
40	5	11

Next records:
cpd	compound	Pf gametocyte	Mcl1 Bid PPI
41	Cc1ccc(NC(=O)C(=O)NCCCN2CCOCC2)c(C)c1	4	9
42	Cc1ccc(C(=O)Nc2nc(N)n(-c3ccccc3)n2)cc1	12	-13
43	CCCCC[n+]1ccn(C2=C([O-])c3ccccc3C(=O)/C2=N\S(=O)(=O)c2ccc(Br)cc2)c1	-24	-11
44	O=C(NNC(=O)c1ccccc1Cl)c1ccco1	13	-9
45	CCOc1ccc(-c2nc(N)ncc2Oc2ccc(OC)cc2)c(O)c1	-11	6
46	CCN(CC)S(=O)(=O)c1ccc(/C=C/C(=O)Nc2ccccc2N2CCOCC2)cc1	5	-11
47	NS(=O)(=O)c1ccc(CCNC(=O)Cc2ccc(S(=O)(=O)N3CCCC3)s2)cc1	-2	-15
48	Cc1ccccc1NC(=O)CSc1nc(O)cc(=O)n1C	15	-46

cpd	Avidin fluor	Mcl1 Noxa PPI
41	7	7
42	6	-3
43	3	16
44	7	4
45	8	0
46	7	-8
47	6	40
48	7	-8

Next part
cpd	compound	Pf gametocyte	Mcl1 Bid PPI
49	Cc1csc(SC(C)c2nc3scc(-c4ccccc4)c3c(=O)[nH]2)n1 (stereo unspecified)	10	-21
50	COC(C/C=C/[C@@H](O)COCc1ccccc1)OC	18	15
51	C=CCN1CN(CCc2ccccc2)CNC1=S	15	-17
52	Cc1ccc(OCc2nnc(SCC(=O)Nc3ncc(C)s3)o2)cc1	8	-56
53	CC(NC(=O)c1cc(Br)ccc1Cl)c1ccccc1 (stereo unspecified)	-2	-11
54	COc1ccc(/C=C/C(=O)O/N=C(\N)c2cccnc2)cc1OC	17	-3
55	NC(=S)N/N=C1\CC(c2ccc3c(c2)OCCCO3)Oc2ccc(F)cc21 (stereo unspecified)	19	-79
56	CN(C)CCNc1nc2sc3c(c2c(=O)n1-c1ccccc1)CCCCC3	2	-45

cpd	Avidin fluor	Mcl1 Noxa PPI
49	9	-9
50	11	8
51	6	0
52	5	1
53	8	1
54	14	8
55	9	0
56	7	-5

The results go on:
cpd	compound	Pf gametocyte	Mcl1 Bid PPI
57	Cn1c(=O)c2c(ncn2CC(COCc2ccccc2)OCc2ccccc2)n(C)c1=O (stereo unspecified)	-8	-5
58	NC(=NC(=O)c1cccc(C(F)(F)F)c1)c1ccc(C(F)(F)F)cn1	-16	5
59	O=C(CCCN1C(=O)/C(=C\c2ccccc2)SC1=S)Nc1ccccc1O	7	-6
60	NC(=O)NC(=O)COC(=O)/C=C/c1cccs1	15	-15
61	CC(C)Oc1ccc(C(CC(=O)O)c2ccc(F)cc2)cc1 (stereo unspecified)	-11	-1
62	O=C1[C@@H]2C(c3cccnc3)=NO[C@@H]2C(=O)N1c1ccc(Br)cc1	-13	1
63	Cc1cccc(Oc2nc(-c3ccccn3)nc3ccccc23)c1	7	-4
64	Cc1cc(OCC(=O)N(Cc2ccco2)C2CCS(=O)(=O)C2)ccc1Cl (stereo unspecified)	5	-77

cpd	Avidin fluor	Mcl1 Noxa PPI
57	6	3
58	9	19
59	7	2
60	10	-5
61	6	-8
62	6	3
63	4	8
64	5	-10

Additional compounds
cpd	compound	Pf gametocyte	Mcl1 Bid PPI
65	CC1(C)OC(=O)C(=NNc2ccccc2[N+](=O)[O-])C(=O)O1	15	-3
66	COC(=O)c1sc(-c2cccs2)cc1N	3	-26
67	COc1ccc(Cl)cc1NC(=O)c1cc(-c2ccc(C)cc2O)n[nH]1	-2	-6
68	Cc1cc(C)n(CC(C)NCc2c(C(=O)N3CCOCC3)nc3c(C)cccn23)n1 (stereo unspecified)	-37	-18
69	C=CCNC(=S)NNC(=O)C(CC(C)C)CC(C)O (stereo unspecified)	1	-85
70	COC(=O)[C@@H]1C[C@H]2CC[C@H](O)C[C@H]2N1Cc1ccc(C(C)(C)C)cc1	11	-42
71	COc1ccc(N=CC2=C(O)CC(C)(C)CC2=O)cc1OC	-7	-27
72	COc1ccc(NC(=O)C2CC(=O)n3c(nc4ccccc43)N2)cc1 (stereo unspecified)	-3	-9

cpd	Avidin fluor	Mcl1 Noxa PPI
65	7	4
66	50*	6
67	10	6
68	5	13
69	9	17
70	9	-12
71	5	-10
72	9	5

Next compounds follow:
cpd	compound	Pf gametocyte	Mcl1 Bid PPI
73	N/C(=N\OC(=O)C(c1ccccc1)c1ccccc1)c1ccncc1	-4	-13
74	CCN1CCN(c2nc3ccccc3n3cnnc23)CC1	7	-23
75	COC(=O)c1ccc(COc2ccc(/C=N/Nc3cccc(C(=O)O)c3)cc2)cc1	0	-16
76	O=C(O)CSCC(=O)NC1CCCc2ccccc21 (stereo unspecified)	-3	-16
77	Cn1nc(-c2ccccc2)cc1NC(=O)Nc1ccc(F)cc1	-30	-36
78	O=C(N/N=C/c1ccc([N+](=O)[O-])cc1)c1cccs1	12	-6
79	Nc1cc(Cl)ccc1C(=O)OCC(=O)N1CCOCC1	-21	-4
80	Cn1cc(/C=N/NC(=O)c2cc3cc(Br)ccc3o2)c2ccccc21	0	-26

cpd	Avidin fluor	Mcl1 Noxa PPI
73	6	1
74	6	22
75	9	37
76	6	-20
77	8	25
78	11	23
79	6	-3
80	10	13

More structures follow.
cpd	compound	Pf gametocyte	Mcl1 Bid PPI
81	CCOC(=O)NNc1ccc(C(F)(F)F)cn1	7	-1
82	Nc1nc(Nc2ccccc2)sc1C(=O)c1ccccc1	9	-36
83	Cn1nc(C(F)(F)F)cc1-c1ccc(/C=C(\C#N)C(=O)c2ccccc2)s1	9	-13
84	O=C(Nc1ccc(S(=O)(=O)N2CCCC2)cc1)c1cc(=O)c2ccccc2o1	23	-10
85	O=C(CSc1ccccn1)N/N=C/c1cc([N+](=O)[O-])ccc1O	9	-63
86	O=C(Cn1nc(Cc2ccncc2)c2ccccc2c1=O)Nc1cccnc1Cl	23	-63
87	CC1=NNC(=O)C1CCC(=O)N/N=C/c1ccc(Cl)cc1Cl (stereo unspecified)	10	-31
88	CCCc1c(NC(=O)Nc2ccc(Cl)cc2Cl)cnn1-c1ccccc1	21	-4

cpd	Avidin fluor	Mcl1 Noxa PPI
81	3	7
82	6	-3
83	6	-5
84	3	2
85	8	-53
86	8	18
87	8	3
88	3	1

Following part:
cpd	compound	Pf gametocyte	Mcl1 Bid PPI
89	COC(C[C@@H]1O[C@H]1[C@H](O)COCc1ccccc1)OC	13	-31
90	O=C(c1cc(=O)[nH]c2ccccc12)N1CCN(c2ccccc2)CC1	1	-15
91	COc1ccc(CNC(=O)CCC(=O)Nc2nnc(CC(C)C)s2)cc1	-1	-11
92	COc1cc(/C=C/c2ccc3c([N+](=O)[O-])cccc3n2)ccc1OCC(=O)O	18	-27
93	Cc1sc2ccccc2[n+]1CC(=O)O	0	-18
94	O=C(O)c1cc(-c2c[nH]c3ccccc23)nc2cc3ccccc3cc12	-1	-30
95	CC1CN(c2nc(Nc3ccccc3)nc(N)c2[N+](=O)[O-])CC(C)O1 (stereo unspecified)	-1	-44
96	O=C(O)C(Oc1ccc2c(-c3ccccc3)cc(=O)oc2c1)c1ccccc1 (stereo unspecified)	18	13
97	O=C(NNC(=O)c1ccc2nonc2c1)Nc1ccc(Cl)cc1	11	-29

cpd	Avidin fluor	Mcl1 Noxa PPI
89	10	-26
90	6	-2
91	4	-13
92	7	32
93	3	44
94	8	29
95	5	-24
96	7	8
97	6	34

Bioassay records (PubChem)
